Screening results as filed in PubChem.
GPR151 ag: activators of human GPR151, primary screen, cell-based, PathHunter beta-arrestin, luminescence; G-protein coupled receptor 151 (Homo sapiens), Q8TDV0; PathHunter beta-arrestin GPR151 cells; activation, % at 11.2 µM; 1% of 650,000 active; AID 1508602, 2020; in the data active = activation above about 4.9%;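 also: 0% = median of compound wells and 100% = cells with positive control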
Target sequence (Q8TDV0 whole entry, looked up): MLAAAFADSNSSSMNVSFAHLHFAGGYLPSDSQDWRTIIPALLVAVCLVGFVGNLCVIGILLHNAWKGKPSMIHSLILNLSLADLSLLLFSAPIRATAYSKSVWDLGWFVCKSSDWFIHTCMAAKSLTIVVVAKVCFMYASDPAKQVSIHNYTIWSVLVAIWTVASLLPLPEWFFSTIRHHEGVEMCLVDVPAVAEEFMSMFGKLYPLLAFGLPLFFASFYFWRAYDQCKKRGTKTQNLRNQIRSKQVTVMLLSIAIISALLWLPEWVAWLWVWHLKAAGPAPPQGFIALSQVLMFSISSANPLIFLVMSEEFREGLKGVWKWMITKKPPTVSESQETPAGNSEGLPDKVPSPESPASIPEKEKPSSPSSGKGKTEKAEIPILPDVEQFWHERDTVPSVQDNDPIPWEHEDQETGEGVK
FBW7 act: FBW7 E3 ligase activators, primary screen, biochemical, AlphaScreen, human; AlphaScreen FBW7–phospho-cyclin E peptide binding, activator screen; 0.13% of 650,000 active; normalized activity (activation), % at 26.1 µM; in the data active = normalized activity above about 1.9%;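 also: purified mutant Fbw7 with reduced substrate affinity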
MITF inh: MITF inhibitors, primary screen, biochemical, AlphaScreen, human. inhibition, % at 2.6 µM. AlphaScreen MITF homodimerization, bead proximity signal. 0.91% of 650,000 active. Microphthalmia-associated transcription factor (Homo sapiens), O75030. AID 1259374, 2018; in the data active = inhibition above about 50%;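 also: 0% = vehicle wells with protein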
Target sequence (O75030 whole entry, looked up): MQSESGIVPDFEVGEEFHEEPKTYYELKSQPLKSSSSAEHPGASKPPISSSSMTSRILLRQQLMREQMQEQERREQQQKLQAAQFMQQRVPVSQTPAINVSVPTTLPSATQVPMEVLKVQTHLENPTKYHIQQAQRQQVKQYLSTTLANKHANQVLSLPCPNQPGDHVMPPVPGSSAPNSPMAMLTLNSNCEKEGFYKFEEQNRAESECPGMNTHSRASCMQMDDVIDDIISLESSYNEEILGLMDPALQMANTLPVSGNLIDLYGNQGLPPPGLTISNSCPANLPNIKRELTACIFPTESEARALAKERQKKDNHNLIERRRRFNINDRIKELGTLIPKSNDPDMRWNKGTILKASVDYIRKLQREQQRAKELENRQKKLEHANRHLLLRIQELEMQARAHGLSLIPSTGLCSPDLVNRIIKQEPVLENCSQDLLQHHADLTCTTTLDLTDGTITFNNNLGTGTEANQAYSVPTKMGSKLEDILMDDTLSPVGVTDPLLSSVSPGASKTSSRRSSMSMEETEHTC
TEAD-YAP inh: TEAD-YAP interaction inhibition, primary screen, TEAD-YAP interaction inhibitor project, luminescence, HEK-TIYL cells | inhibition, % at 9.12 µM | TEAD-Gal4/YAP UAS-luciferase luminescence | 1.4% of 640,000 active | AID 1259422, 2018; in the data active = inhibition above about 32%;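 also: 0% = median of test compound wells and 100% = reference inhibitor wells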
* = called active by the depositor.

SMILES	GPR151 ag	FBW7 act	MITF inh	TEAD-YAP inh
COc1ccc(Nc2ccccc2N)cc1	2.1	-0.4	17	-4
N#C/C(=C\c1ccc(Cl)cc1Cl)C(=O)NCc1ccco1	0.4	0.0	-3	10
COc1ccc(C2Nc3ccccc3C(=O)N2Cc2ccco2)cc1Cn1nc(C)c([N+](=O)[O-])c1C (configuration not stated)	-0.5	0.0	-24	0
Cc1csc(Sc2nc3c(c(=O)[nH]c(=O)n3C)n2Cc2ccccc2Cl)n1	-0.8	0.0	-12	-8
CCNC(=O)CSc1nc(N)cc(=O)[nH]1	0.4	-0.1	-6	0
COc1ccccc1CNn1c(C)nc2ccccc2c1=O	-1.2	-0.1	4	-3
CC(C)c1cc(CN2CCN(Cc3ccccc3)C(CCO)C2)[nH]n1 (configuration not stated)	0.5	0.1	11	-1
Cc1ccc(NC(=O)CN2CCN(c3ccccn3)CC2)cc1F	-1.1	0.4	8	-16
Cc1ccc(C(=O)Nc2ccc(C(N)=O)cc2)cc1C	-0.2	0.0	8	-60
O=C(CN(Cc1ccccc1)C1=NCCS1)c1cccc([N+](=O)[O-])c1	-0.4	0.0	6	0
COCCNC(=O)C(=O)Nc1cc(OC)ccc1OC	1.0	0.3	21	0
COC(=O)c1ccc(OCC(=O)c2c(O)cc(O)cc2O)cc1	0.0	0.3	13	-11
COc1cc(C2CC(=O)N(CC(=O)Nc3ccc(C)cc3)c3ccccc3S2)cc(OC)c1OC (configuration not stated)	0.4	0.1	10	0
C/C(N)=C(/C#N)C(=O)CSc1nc2cc(Cl)ccc2c(=O)n1Cc1ccco1	-0.5	0.8	13	2
CCCc1ccc(OCC(=O)Nc2sc(C(=O)OCC)c(C)c2C(=O)OCC)cc1	0.7	0.5	-5	0
CCCCCSc1nnc2c(n1)OC(c1ccccc1OC)N(C(C)=O)c1ccccc1-2 (configuration not stated)	1.7	0.0	-4	-1
CCC(C)NC(=O)c1cc2nc(-c3ccc(Cl)cc3)cc(C(F)(F)F)n2n1 (configuration not stated)	0.0	-0.3	2	6
COc1ccccc1-c1cnn2c(N3CCCCC3CCO)ccnc12 (configuration not stated)	-0.8	-0.5	-22	-7
COc1ccccc1Cn1c(=S)[nH]c2ccc(Br)cc2c1=O	-0.7	0.1	-6	-9
COc1ccccc1-c1nnc2sc(COc3ccc(Cl)cc3)nn12	2.7	-0.2	-18	-5
O=C(c1c[nH]c2ccc(S(=O)(=O)N3CCCCCC3)cc2c1=O)N1CCOCC1	11*	-0.1	14	1
Cc1ccc(C(=O)OCCN(C)C(C)(C)C)cc1	-0.8	0.4	7	4
O=C(Nc1ccc(-c2nc3cc(NC(=O)c4ccc(F)cc4)ccc3o2)cc1)c1ccc(F)cc1	-0.3	-0.1	-3	-1
O=C(NCCCc1ccccc1)c1ccncc1	0.5	-0.1	6	-5
Cc1cccc(-c2noc(CCC(=O)Nc3ccc(F)cc3)n2)c1	-3.6	0.8	13	4
Cc1ccc(-c2cc(C(=O)NN)c3ccccc3n2)cc1	-1.6	-0.1	3	-18
O=C(NCCO)C(=O)NCC(c1ccco1)S(=O)(=O)c1ccc(Cl)cc1 (configuration not stated)	0.8	0.1	4	-3
Cc1cc(Nc2ccccc2)nc(-c2ccc(C(N)=O)cc2)n1	-1.6	0.2	-5	-52
CCOC(=O)c1cnc2cc(C(F)(F)F)ccc2c1NCCCN1CCN(CC)CC1	3.4	0.1	8	10
Cc1ccc(NS(=O)(=O)c2ccccc2C#N)cc1C	0.3	0.7	18	-10

Single records, from the list above. Screens in order: GPR151 ag	FBW7 act	MITF inh	TEAD-YAP inh
`O=C(c1c[nH]c2ccc(S(=O)(=O)N3CCCCCC3)cc2c1=O)N1CCOCC1` in the list: 11*	-0.1	14	1
`CCNC(=O)CSc1nc(N)cc(=O)[nH]1` in the list: 0.4	-0.1	-6	0
`O=C(Nc1ccc(-c2nc3cc(NC(=O)c4ccc(F)cc4)ccc3o2)cc1)c1ccc(F)cc1` in the list: -0.3	-0.1	-3	-1
`Cc1ccc(C(=O)OCCN(C)C(C)(C)C)cc1` in the list: -0.8	0.4	7	4
`CC(C)c1cc(CN2CCN(Cc3ccccc3)C(CCO)C2)[nH]n1` (configuration not stated) in the list: 0.5	0.1	11	-1

The listing continues:
SMILES	GPR151 ag	FBW7 act	MITF inh	TEAD-YAP inh
Cc1ccc(NC(=O)Cn2cnc3c(cnn3C)c2=O)cc1	0.8	0.0	8	6
CCOC(=O)C1(CCCc2ccccc2)CCN(C(=O)CCC2=NNC(=O)CC2)CC1	1.0	0.2	1	6
CCC(Sc1nc2c(sc(=S)n2-c2ccccc2C)c(=O)n1-c1ccccc1F)C(=O)N1CCOCC1 (configuration not stated)	0.0	0.0	8	8
COCCn1c(C)cc(C(=O)COC(=O)c2ccc(OCc3c(C)noc3C)cc2)c1C	-1.2	-0.1	0	-4
Nc1cc(S(=O)(=O)N2CCOCC2)ccc1Oc1cccc(Br)c1	-1.0	0.2	14	14
CN(C)CCN1C(=O)C(=O)/C(=C(\O)c2ccc(F)cc2)C1c1ccccc1F (configuration not stated)	0.4	-0.2	-8	6
CCCCCOC(=O)C1=C(C)NC(=O)NC1c1ccccc1OCCC (configuration not stated)	1.3	0.1	1	13
Cc1ccc2nc(/C(C#N)=C/c3ccc(-c4ccc(C(=O)OC(C)C)cc4)o3)[nH]c2c1	-0.7	0.0	6	-52
COCCCNC(=O)c1nn(C)c2c1CSc1ccccc1-2	0.4	-0.1	12	-21
COc1ccc(O[C@@H]2O[C@H](COC(C)=O)[C@@H](OC(C)=O)[C@H](OC(C)=O)[C@H]2NC(C)=O)cc1	-0.4	0.5	-3	-7
O=c1c(=O)n(Cc2c(F)cccc2Cl)ccn1Cc1ccccc1	-0.7	-0.1	2	-2
CC(C)OCCCNC(=O)c1ccc2c(Cl)c3c(nc2c1)CCC3	1.0	-0.1	-19	-11
Cc1nnc(NC(=O)c2ccccc2[N+](=O)[O-])s1	0.3	0.1	-3	1
CCOC(=O)N1CCN(S(=O)(=O)c2cc(Br)ccc2OCC)CC1	-1.6	0.2	11	-4
FC(F)(F)c1cccc(-c2nnc3ccc4ccccc4n23)c1	-0.6	-0.2	11	-9
Cc1cc(C)cc(NC(=O)C2CC23CCN(Cc2cn(C)nc2C)CC3)c1 (configuration not stated)	-0.6	-0.1	-13	5
CC12CC(c3c(ccc4ccccc34)O1)C(c1nc3ccccc3s1)C(=O)N2 (configuration not stated)	0.8	0.5	-6	2
NC(=O)C1(N2CCCCC2)CCN(C(=S)NC2CC2)CC1	1.6	0.0	5	8
Cc1ccc(NC2=C(Cl)C(=O)N(Cc3ccccc3)C2=O)c(C)c1	-1.3	-0.1	-13	14
C/C(N)=C(/C#N)C(=O)COC(=O)c1ccccc1Nc1ccccc1	2.2	-0.1	0	2
CCC1Oc2ccc(Cl)cc2N(CC(=O)NCc2cccc(OC)c2)C1=O (configuration not stated)	-0.2	-0.1	-6	-8
CCCCOc1ccc(-c2ncc(C(=O)OCC)c(N)n2)cc1	-0.9	-0.2	-4	0
O=C(CSc1nnc2[nH]c(=O)ccn12)Nc1cccc([N+](=O)[O-])c1	-0.7	0.0	16	-7
Cc1cccc(OCCSc2nc3ncnc(N)c3[nH]2)c1	2.7	0.5	11	4
O=S(=O)(O)CC(O)CSc1nc2ccccc2s1 (configuration not stated)	-0.8	0.3	18	1
O=[N+]([O-])c1ccccc1/C=N/Nc1nn[nH]n1	-0.3	-0.2	-4	3
CCCOC(=O)COc1ccc2c(C)c(C)c(=O)oc2c1C	-1.1	0.2	0	7
Cc1ccc(C(C)C)c(OCC(=O)Nc2ccc3c(c2)Cc2ccccc2-3)c1	-0.4	0.1	7	9
COc1ccc(OCc2cc(C(=O)N(C)C(C)c3ccon3)no2)c(Cl)c1 (configuration not stated)	-1.1	0.2	7	-43
C=CCNC(=O)CC(NS(=O)(=O)c1ccc(F)cc1)c1cccc(OC)c1OC (configuration not stated)	-0.1	0.0	13	-1

In the list so far, these contain a CF3 group.
SMILES	GPR151 ag	FBW7 act	MITF inh	TEAD-YAP inh
CCC(C)NC(=O)c1cc2nc(-c3ccc(Cl)cc3)cc(C(F)(F)F)n2n1 (configuration not stated)	0.0	-0.3	2	6
CCOC(=O)c1cnc2cc(C(F)(F)F)ccc2c1NCCCN1CCN(CC)CC1	3.4	0.1	8	10
FC(F)(F)c1cccc(-c2nnc3ccc4ccccc4n23)c1	-0.6	-0.2	11	-9

Next entries.
SMILES	GPR151 ag	FBW7 act	MITF inh	TEAD-YAP inh
O=C(COC(=O)C12CC3CC(CC(Cl)(C3)C1)C2)NNC(=O)c1ccc(Cl)cc1	-0.8	-0.2	2	3
COc1ccc(-c2nnc(SCC(=O)N3CCCCC3C)o2)cc1 (configuration not stated)	-0.4	0.1	6	-3
CCn1c2ccccc2n2c(=O)n(CC(=O)Nc3ccccn3)nc12	-0.9	-0.1	1	0
CCC(=O)NCCc1csc2nc(-c3cccc(C)c3)nn12	1.8	0.2	4	-17
Cc1c(CNCCc2ccccc2Cl)c(C(=O)O)c(C)n1Cc1ccccc1F	-0.6	-0.1	15	0
CCN(CC)S(=O)(=O)c1ccc(C(=O)NCC(=O)NN)cc1	3.4	-0.1	4	3
Cc1ccc(NC(=O)CCC(=O)NCCO)cc1	0.7	0.0	-9	5
Cc1nnc2c(SCc3ccccc3)nc3ccccc3n12	-0.6	-0.2	-2	-15
CCOC(=O)N1CCN(C(c2cccc(OC)c2)c2sc3ncnn3c2O)CC1 (configuration not stated)	2.4	0.1	1	10
COc1ccc(CN2CCN(Cc3cccc(OC)c3O)CC2CCO)c(C)c1C (configuration not stated)	3.4	-0.1	4	0
COc1ccc(S(=O)(=O)NCC2CCCN(Cc3ccc(C)o3)C2)cc1 (configuration not stated)	0.7	-0.1	-4	-1
Cc1ccc(S(=O)(=O)n2cnc3cc(C)c(C)cc32)c(C)c1	-0.7	0.3	11	-8
CCc1c(C)sc(NC(NC(=O)c2ccccc2)(C(=O)OC)C(F)(F)F)c1C#N (configuration not stated)	2.8	0.0	13	-3
CCn1nc(C)c(NC(=S)NCCc2ccccc2)c1C	0.5	0.0	20	0
COc1ccccc1N1CC(C(=O)Nc2cccc(C(=O)O)c2)CC1=O (configuration not stated)	0.9	-0.2	1	2
CCCC(CCC(=O)Nc1ccccc1C)C(=O)O (configuration not stated)	-0.7	-0.1	-6	2
COC1=NC(C(F)(F)F)(C(F)(F)F)N=C(N2CCCCC2)O1	-2.0	0.0	2	-3
O=C(c1ccc(N2CCCC2=O)cc1)N1CCC(Cc2ccccc2)CC1	-0.1	0.1	-6	-14
O=C(O)C1C2C=CC(C2)C1C(=O)NCCC1=CCCCC1 (configuration not stated)	-0.3	0.7	14	-4
CCOC(=O)c1ccc(NC(=O)NNC(=O)c2c[nH]c3ccccc23)cc1	1.8	0.1	15	4
O=C(C1CCCO1)N1N=C(c2ccc(Br)cc2)CC1c1ccco1 (configuration not stated)	0.3	0.2	-1	-6
Nc1ccc(C(=O)Nc2ccc(N3C(=O)c4ccccc4C3=O)cc2)cc1	0.7	0.0	8	-2
O=C(CN1CCC(c2ccccc2F)CC1)N1CCOCC1	-1.2	0.9	37	4
CCc1ccc(-n2nnc(-c3nc(-c4ccccc4F)no3)c2N)cc1	1.3	0.2	11	-4
Cc1nn(-c2ccc(F)cc2)c(Cl)c1/C=N/NC(=O)c1ccc(O)cc1	1.5	-0.1	-5	-6
CCCN(CCC)c1ncnc2sc(C)cc12	-2.2	0.2	13	5
Nc1cc(N2CCCC2)c(F)cc1[N+](=O)[O-]	1.7	-0.2	11	-12
CCOC(=O)c1ccc(NC(=O)C2(S(=O)(=O)c3ccc(Cl)cc3)CC2)cc1	0.5	0.1	-5	-4
CCOC(=O)c1c(NC(=O)C(C)Sc2nnc(CNC(=O)c3cccs3)n2C2CCCCC2)sc2c1CCC2 (configuration not stated)	1.9	0.1	27	-1
